From PubChem
RORgamma inh: ROR gamma (mouse) transcription inhibition | P51450 | AID 2551 | Potency, µM (series often up to 53.6 µM), for inactives: at the top dose activity change, negative = inhibition, usual class: inhibitors | 5.4% of 310,000 active | Drosophila S2 Gal4-RORgamma UAS-luciferase reporter, 20 h; note: potency is the fitted concentration of half-maximal effect; % is set by controls: 0 for no effect and ±100 for the full control effect; nearly all actives have a fitted effect of over 60% in size
Target sequence (P51450 whole entry, looked up, the tested form may be a part): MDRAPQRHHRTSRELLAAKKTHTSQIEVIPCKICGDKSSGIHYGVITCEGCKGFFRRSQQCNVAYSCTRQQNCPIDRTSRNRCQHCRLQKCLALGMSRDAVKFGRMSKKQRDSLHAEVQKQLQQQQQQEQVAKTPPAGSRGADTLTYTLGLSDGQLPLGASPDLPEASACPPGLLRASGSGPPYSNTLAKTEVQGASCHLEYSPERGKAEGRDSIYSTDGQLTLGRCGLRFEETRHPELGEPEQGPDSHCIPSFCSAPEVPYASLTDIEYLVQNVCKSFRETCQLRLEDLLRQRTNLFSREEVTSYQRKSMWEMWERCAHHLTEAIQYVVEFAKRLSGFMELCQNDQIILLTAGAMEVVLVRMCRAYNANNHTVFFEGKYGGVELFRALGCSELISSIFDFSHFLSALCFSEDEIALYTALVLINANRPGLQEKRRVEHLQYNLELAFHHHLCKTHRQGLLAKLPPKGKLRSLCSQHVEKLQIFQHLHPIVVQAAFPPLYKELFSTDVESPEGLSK
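Drosophila Schneider cells stably carrying a metallothionein-driven Gal4 DBD–ROR gamma fusion and a UAS-Photinus luciferase reporter were exposed to compound for 1 hr, then induced with copper sulfate (700 uM final) for 20 hr at ambient temperature before luminescence reading.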
FLuc counter: counter-screen for miR-21 project: firefly luciferase inhibitors or activators; 6.9% of 360,000 active; AID 588342; Potency, µM (series often up to 57.5 µM), for the others: at the top dose activity change, negative = inhibition, usual class: inhibitors; purified FLuc, Km substrates, luminescence inhibition; P08659;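 note: potency is the fitted concentration of half-maximal effect; plate controls were vehicle for no effect and reference inhibitor for full effect; nearly all actives have a fitted effect of over 55% in size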
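Biochemical qHTS of compounds, final roughly 60 µM downward over six points, against 10 nM purified firefly luciferase using Km concentrations of substrates (10 uM D-luciferin, 10 uM ATP) in Tris acetate pH 7.5 buffer; luminescence output.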
ELG1 genotoxic: genotoxicity induction in ELG1-luciferase HEK293T cells; HEK293T ELG1-luciferase reporter, luminescence, 16 h; Potency, µM (highest dose often 46 µM), for inactives: at the highest dose activity change, positive = activation, usual class: activators; 1.3% of 330,000 active; AID 504466; note: potency is the fitted concentration of half-maximal effect; % of control where 0% means no effect; nearly all actives have a fitted effect of over 60% in size
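Quantitative HTS format in 1536-well plates. HEK293T ELG1-luciferase reporter cells receive test compound and are incubated 16 hr at 37 °C, 5% CO2; ONE-Glo added, 30 min room temperature, then luminescence read.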
p53 reactivator: re-activators of mutant p53; H1299 p53-A138V BP100-luciferase reporter, luminescence, 24 h; Potency, µM (series often up to 92.2 µM), without a hit: at the highest dose activity change, positive = activation, most hits filed as activators; 0.063% of 320,000 active; AID 504706; note: potency is the fitted concentration of half-maximal effect; % of control where 0% means no effect; nearly all actives have a fitted effect of over 45% in size
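p53-null H1299 cells stably carrying temperature-sensitive p53-A138V and a BP100-luciferase reporter were pinned with compounds (4-point, 1:5 series) and held 24 hrs at 37 deg C. Luminescence was read 10 min after detection reagent.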
Giardia kill: Giardia lamblia killing. activity change, % at 7.66 µM, hits read low. AID 540267. Giardia lamblia trophozoite viability. 0.15% of 340,000 active; in the data active = activity change below about -80%; inconclusive = between about -30% and that limit;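 note: parasites exposed to compound for two days anaerobically before the ATP read; % is set by controls: 0 for no effect and ±100 for the full control effect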
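ATP-content bioluminescence gauges trophozoite survival. Cells (100/well) receive compound and incubate anaerobically for 48 hrs at 37 deg C; detection reagent follows for 15-30 min at room temperature.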
PKM2 act: increases activity of human pyruvate kinase M2. P14618. AID 1631. Potency, µM (top dose mostly 57.5 µM), for inactives: top-dose activation, hits mostly activators. purified PKM2, Kinase-Glo ATP luminescence, activation; response scale: 0% is enzyme alone, no compound. 0.34% of 260,000 active; note: potency is the fitted concentration of half-maximal effect; % is set by controls: 0 for no effect and ±100 for the full control effect; nearly all actives have a fitted effect of over 55% in size
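hPK-M2, >95% pure; 0.1 mM ADP / 0.5 mM PEP final; imidazole pH7.2 buffer w/ 7 mM MgCl2, 50 mM KCl; 1 h RT; Kinase-Glo lum. Intermediate enzyme activity for dual inhibitor/activator qHTS.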
Rab9 promoter act: activators of Rab9 promoter | Huh7 Rab9 promoter-luciferase reporter, luminescence, 24 h | Potency, µM (series often up to 9.22 µM), for inactives: at the highest dose activation, negative = inhibition, usual class: activators | 2.8% of 320,000 active | AID 485297; note: potency is the fitted concentration of half-maximal effect; % of control where 0% means no effect; nearly all actives have a fitted effect of over 60% in size
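Huh7 reporter line, Rab9 promoter upstream of luciferase. Compound exposure 24 h at 37 °C in reduced-serum medium with 10% FBS. Read-out: luminescence.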
VP16 counter: inhibits Gal4-VP16 luciferase reporter, ROR gamma counter-screen; Drosophila S2 Gal4-VP16 UAS-luciferase, luminescence, 20 h; Potency, µM (top dose mostly 53.6 µM), for inactives: top-dose activity, negative = inhibition, most hits filed as inhibitors; 3.5% of 310,000 active; AID 2546;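 note: Gal4-VP16 expression switched on by copper sulfate through the metallothionein promoter; potency is the fitted concentration of half-maximal effect; % is set by controls: 0 for no effect and ±100 for the full control effect; nearly all actives have a fitted effect of over 50% in size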
BRCA1 expr up: BRCA1 expression activation; Potency, µM (titrated, usually from 46.1 µM), for inactives: top-dose activation, hits mostly activators; AID 624202; MCF7-BRCA1-FFLuc reporter, luminescence, 48 h; response scale: scaled: vehicle 0%, 10 µM genistein 100%; 1.1% of 380,000 active; note: potency is the fitted concentration of half-maximal effect; nearly all actives have a fitted effect of over 80% in size; some results filed as inactive show a strong effect at the top dose
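Activators of BRCA1 expression were detected as increased firefly luciferase luminescence in engineered MCF7 cells after 48 h compound incubation. Signals were scaled to genistein 10 microM as full activation.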
NPC1 prom act: NPC1 promoter activation. Huh7 NPC1 promoter luciferase reporter, 24 h. Potency, µM (top dose mostly 9.22 µM), for inactives: at the top dose activation, usual class: activators. 2.4% of 320,000 active;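 note: potency is the fitted concentration of half-maximal effect; % of control where 0% means no effect; nearly all actives have a fitted effect of over 60% in size; reporter is driven by a mutant NPC1 promoter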
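Luciferase expression driven by the NPC1 promoter was measured in stably transfected Huh7 cells after a 24 h compound incubation, using a luciferase reagent and a luminescence read.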
Menin MLL FP TR: displaces Texas Red mutant MLL peptide from human menin. Menin + Texas Red MLL mutant peptide, fluorescence polarization. O00255. 0.23% of 270,000 active. Potency, µM (doses to about 61.6 µM), inactives show at the top dose FP activity change, negative = inhibition, most hits filed as inhibitors. AID 1768; active = well fitted inhibition curve with a large enough effect in the polarisation, with a control signal flat, not every such curve was filed as active; inconclusive = small, poorly fitted or top-dose-only effect, or effect the other way, or a change in a side signal; inactive = no such curve, though single readings can be large or run the other way; the % refers to the polarisation; note: potency is the fitted concentration of half-maximal effect; % of control where 0% means no effect; many of its hits are not listed in these tables
Active calls of the source: *; u = inconclusive; x = not tested or not shown; & = joins results of further samples. Unless noted, calls come from the whole dose curve; as a rule, active = well fitted curve in the direction sought with a large enough effect; inconclusive = small, poorly fitted or top-dose-only effect, or another doubt; inactive = no such curve, though single readings can be large; an effect the other way counts as inactive or inconclusive. A portion of the library. The share of hits here may be higher or lower than overall.

1) COc1cccc(/C=N/Nc2nnc3c(n2)[nH]c2ccccc23)c1OC
2) Cc1onc(-c2ccccc2Cl)c1C(=O)NC1CCS(=O)(=O)C1 (centres undefined)
3) Cc1ccc(-n2c(SCC(=O)Nc3cccc(S(=O)(=O)NC4=NCCCCC4)c3)nc3ccccc3c2=O)cc1
4) CN(C)C(=O)c1cn(N(C)c2ncc(C(F)(F)F)cc2Cl)c(=O)c2ccccc12
5) CCOC(=O)c1ccc2[nH]c3c(c2c1)CCCC3NC=O (centres undefined)
6) CCOC(=O)C1CCN(Cc2nc3ccc(Cl)cc3n2CCO)CC1
7) NC(=O)CSC1=Nc2ccccc2C2=NC(CC(=O)NCc3cccs3)C(=O)N12 (centres undefined)
8) CCCCCn1c(=S)[nH]c2cc(C(=O)N3CCCC3)ccc2c1=O
assay / compound | 1 | 2 | 3 | 4 | 5 | 6 | 7 | 8
PKM2 act | -6% | 3% | 5% | 3% | 0% | -1% | 2% | -4%
RORgamma inh | -7% | 10% | 16% | 0% | 9% | -8% | -11% | 3.2µM*
Rab9 promoter act | u | -4% | -1% | -1% | 24% | 1% | 0% | 1%
BRCA1 expr up | 61% | 18% | -43% | -3% | u | -1% | 3% | -16%
Giardia kill | -5 | -23 | 10 | -15 | -1 | -9 | u | -18
FLuc counter | u | -1% | -1% | 4% | u | 1% | 9% | 4%
Menin MLL FP TR | x | 4% | -26% | 1% | 20% | -15% | 2% | 4%
NPC1 prom act | u | -1% | 2% | 0% | 24% | 1% | -6% | -3%
VP16 counter | -9% | 5% | 15% | -6% | 10% | 2% | 4% | 14%
ELG1 genotoxic | u | -1% | 3% | 0% | u | -3% | 5% | -2%
p53 reactivator | 6% | -1% | -7% | 3% | 14% | 4% | 2% | 4%

9) CCOc1cc(CNCC(C)C)cc(Cl)c1OCc1ccccc1
10) COc1cccc(NC(=O)Cn2cc(C=O)c3ccccc32)c1
11) COc1cc(/C=N/NC(=O)C(=O)NCC2CCCO2)cc(Cl)c1O (centres undefined)
12) O=C(c1ccc2c(c1)OCCO2)C1CCN(C(=O)c2ccc(F)c(F)c2)CC1
13) C/C(=N/NC(=O)CNC(=O)c1ccncc1)c1ccc(Cl)cc1
14) CC(C)CC1Nc2ncnc(N3CCN(c4ccccc4)CC3)c2N(Cc2ccccc2)C1=O (centres undefined)
15) CCc1nnc(NC(=O)[C@@H](NC(=O)c2ccc(OC)cc2)C(C)C)s1
16) COC(=O)c1ccc(Sc2ccc(C)cc2)c(N)c1
17) Cc1cc(N2CCN(S(=O)(=O)Cc3ccccc3)CC2)n2ncnc2n1
18) Cn1cccc1Cc1nnc(SCC(=O)Nc2nc3ccccc3s2)n1CCc1ccccc1
assay / compound | 9 | 10 | 11 | 12 | 13 | 14 | 15 | 16 | 17 | 18
PKM2 act | 2% | -4% | -3% | -7% | -4% | x | -2% | 1% | -2% | 0%
RORgamma inh | u | u | 12% | u | 14% | x | 19% | 28% | 27% | u
Rab9 promoter act | -4% | 0% | 0% | -4% | -7% | 1% | 6% | 24% | 5% | 26%
BRCA1 expr up | -33% | -22% | -6% | -43% | -12% | -18%&-29% | 7% | 39% | 4% | 5%
Giardia kill | 3 | -9 | -22 | -5 | -9 | -11 | 6 | -1 | -15 | 5
FLuc counter | -1% | 5% | 1% | 2% | 0% | -1% | 2% | 19µM* | 1% | -1%
Menin MLL FP TR | u | 9% | x | -15% | x | x | -24% | -9% | 0% | 0%
NPC1 prom act | -4% | -4% | 1% | -7% | 0% | -2% | -2% | 15% | 4% | -4%
VP16 counter | u | -20% | -1% | -19% | -3% | x | 6% | 11% | 1% | u
ELG1 genotoxic | 7% | -6% | 0% | -9% | -2% | u | 6% | 3% | -2% | 8%
p53 reactivator | 8% | x | -1% | -5% | -8% | 1% | -3% | u | -7% | 17%

Complete entries as entered above. Order of screens: PKM2 act, RORgamma inh, Rab9 promoter act, BRCA1 expr up, Giardia kill, FLuc counter, Menin MLL FP TR, NPC1 prom act, VP16 counter, ELG1 genotoxic, p53 reactivator
`COc1cccc(NC(=O)Cn2cc(C=O)c3ccccc32)c1` as listed: -4%, u, 0%, -22%, -9, 5%, 9%, -4%, -20%, -6%, x
`C/C(=N/NC(=O)CNC(=O)c1ccncc1)c1ccc(Cl)cc1` as listed: -4%, 14%, -7%, -12%, -9, 0%, x, 0%, -3%, -2%, -8%
`CC(C)CC1Nc2ncnc(N3CCN(c4ccccc4)CC3)c2N(Cc2ccccc2)C1=O` (centres undefined) as listed: x, x, 1%, -18%&-29%, -11, -1%, x, -2%, x, u, 1%
`CCc1nnc(NC(=O)[C@@H](NC(=O)c2ccc(OC)cc2)C(C)C)s1` as listed: -2%, 19%, 6%, 7%, 6, 2%, -24%, -2%, 6%, 6%, -3%
`Cc1cc(N2CCN(S(=O)(=O)Cc3ccccc3)CC2)n2ncnc2n1` as listed: -2%, 27%, 5%, 4%, -15, 1%, 0%, 4%, 1%, -2%, -7%
